Source: PubChem BioAssay
OXTR agonist: activates the human oxytocin receptor; P30559; CHO-OTR cells, Fluo-8 calcium fluorescence; normalized: DMSO 0%, oxytocin 100%; activation, % at 3 µM; 320,000 tested, 0.32% active; AID 2435;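 active means activation above the mean of all tested compounds plus 3 SD, cutoff set per screening run, cut at about 20% in these data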;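 further: peak over basal fluorescence ratio from a 100 s FLIPR kinetic read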
M1 antag: human CHRM1 antagonism | P11229 | CHO-K1 hM1, Fluo-8 calcium fluorescence, ACh EC80 antagonist | inhibition, % at 3 µM | 360,000 tested, 1.3% active | AID 588852;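 active means percent inhibition above its own plate's cutoff, namely the mean of that plate's compound wells plus 3 SD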;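 further: peak over basal fluorescence ratio during 140 s after agonist addition; 0% = ACh EC80 plus DMSO and 100% = DMSO alone without agonist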
Target sequence (P11229 whole entry, looked up): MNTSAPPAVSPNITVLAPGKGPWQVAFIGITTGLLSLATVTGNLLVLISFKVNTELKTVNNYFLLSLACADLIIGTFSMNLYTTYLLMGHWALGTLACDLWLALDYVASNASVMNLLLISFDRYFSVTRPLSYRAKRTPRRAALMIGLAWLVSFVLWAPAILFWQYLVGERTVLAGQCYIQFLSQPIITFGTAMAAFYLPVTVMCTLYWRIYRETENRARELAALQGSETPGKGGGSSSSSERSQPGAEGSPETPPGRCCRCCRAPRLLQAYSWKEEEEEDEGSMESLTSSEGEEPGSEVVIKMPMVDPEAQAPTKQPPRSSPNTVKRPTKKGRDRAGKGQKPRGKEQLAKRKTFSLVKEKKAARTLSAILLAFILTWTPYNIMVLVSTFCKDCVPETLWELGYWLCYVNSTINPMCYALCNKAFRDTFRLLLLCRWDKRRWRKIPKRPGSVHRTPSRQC
CHO parental Ca: counter-screen for OX1R antagonists: effect in parental CHO cells | inhibition, % at 5.6 µM | parental CHO-K1, ATP-induced calcium, Fluo-8 fluorescence | 330,000 tested, 0.63% active | AID 463079;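 active means inhibition above that plate's mean sample inhibition plus 3 SD, cut at about 26% in these data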;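 further: 0% = ATP-challenged DMSO wells and 100% = DMSO wells without ATP; some compounds past the cut are filed as inactive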
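Test system: parental CHO cells; detection: calcium-sensitive Fluo-8 fluorescence; evaluation: percent inhibition of calcium signal; also added: ATP as calcium-mobilizing challenge; repeats: one well per compound; control set: ATP-challenged DMSO wells low, unchallenged DMSO wells high; compound: single nominal dose of 5.6 µM per compound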
TAAR1 antag: human TAAR1 antagonism; AID 624466; CHO RD-HGA16 TAAR1, Fluo-8 calcium fluorescence, antagonist; 360,000 tested, 1.5% active; inhibition, % at 3 µM; Q96RJ0;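 active means inhibition above a per-plate cutoff, the mean inhibition of test compounds on that plate plus 3 SD, cut at about 49% in these data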;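 further: 0% = DMSO plus EC80 beta-PEA response and 100% = DMSO alone without agonist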
Target sequence (Q96RJ0 whole entry, looked up): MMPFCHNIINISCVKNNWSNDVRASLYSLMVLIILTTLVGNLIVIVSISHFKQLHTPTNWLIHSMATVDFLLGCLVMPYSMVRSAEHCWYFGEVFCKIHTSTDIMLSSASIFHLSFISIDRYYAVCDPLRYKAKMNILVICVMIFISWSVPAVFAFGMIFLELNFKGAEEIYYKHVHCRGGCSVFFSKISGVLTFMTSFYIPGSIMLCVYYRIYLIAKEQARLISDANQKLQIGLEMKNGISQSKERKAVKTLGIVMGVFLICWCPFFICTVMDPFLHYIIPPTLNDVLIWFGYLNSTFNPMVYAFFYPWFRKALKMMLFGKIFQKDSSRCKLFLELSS
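Test system – hTAAR1-expressing CHO RD-HGA16 cells, Gα16-coupled · Also added – β-PEA at EC80 concentration, post-compound challenge · Compound – 3 µM, single point · Incubation – dye loading 75 min at 37 °C, then 30 min room temperature · Measured by – Fluo-8 intracellular calcium dye fluorescence, real-time kinetic reads · Benchmarks – vehicle and agonist controls · Replicates – singlicate, one well per test compound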
CHRM1 agonist: human M1 muscarinic receptor agonism; 360,000 tested, 0.33% active; CHO-K1 hM1, Fluo-8 calcium fluorescence, agonist mode; 0% DMSO, 100% acetylcholine EC100; activation, % at 3 µM; AID 588814;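 active means activation above the run's mean compound activation plus 3 SD, cut at about 16% in these data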;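 further: peak over basal fluorescence ratio within a 140 s kinetic read after compound addition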
M1 PAM: positive allosteric modulators of human M1 muscarinic receptor | CHO-K1 hM1, Fluo-8 calcium fluorescence, ACh EC20; 0% = ACh EC20, 100% = maximal ACh | AID 588819 | activation, % at 3 µM | P11229 | 360,000 tested, 0.088% active; in the data active means activation above about 19%, passing the limit was not always enough
V1aR counter: counter-screen for oxytocin receptor agonists: human V1a receptor agonists; P37288; CHO-V1R cells, Fluo-8 calcium fluorescence, agonist mode; 0% DMSO, 100% 3 nM vasopressin; activation, % at 3 µM; 320,000 tested, 0.25% active; AID 2797;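 active means activation above the mean activation of all tested compounds plus 3 SD, per screening run, cut at about 20% in these data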;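 further: signal is peak over basal fluorescence ratio across a 100 second FLIPR read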
TAAR1 ag: human TAAR1 agonism; Q96RJ0; CHO RD-HGA16 TAAR1, Fluo-8 calcium fluorescence; vehicle wells 0%, saturating PEA agonist 100%; activation, % at 3 µM; 360,000 tested, 0.99% active;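 active means activation above the mean activation of all test compounds in the run plus 3 SD, cut at about 38% in these data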
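Assay system – CHO-derived RD-HGA16 cells with stable Gα16 and human TAAR1 · Compound dosing – one-point dosing at 3 µM (nominal) · Incubation – 17-24 h seeding, 75 min 37 °C dye, 30 min RT · Measured by – kinetic Fluo-8 calcium fluorescence · Control set – DMSO vehicle as 0%, PEA at EC100 as 100% · Repeats – single well for each compound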
OXTR potentiator: potentiates the human oxytocin receptor response. P30559. CHO-OTR cells, Fluo-8 calcium fluorescence, potentiator mode; 0% = oxytocin EC15, 100% = EC100. activation, % at 3 µM. 320,000 tested, 0.061% active;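 active means activation above that plate's cutoff, the mean activation of tested compounds plus 3 SD, cut at about 6.6% in these data, passing the limit was not always enough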;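 further: 100% uses oxytocin at 75 nM as the full agonist control; some results filed as inactive read as strong as hits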
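Assay system: CHO-OTR cells, human receptor / Also added: oxytocin at about EC15, sub-maximal agonist stimulus / Dosing: single dose, 3.0 µM nominal final compound concentration / Incubation: 6 min pre-incubation, 100 s read / Technique: Fluo-8 calcium dye fluorescence / Read-out: % activation vs EC15 and EC100 oxytocin / Benchmarks: EC15 oxytocin low, 75 nM oxytocin high / Replicates: singlicate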
The depositor's hits bear a star; / = not tested or not shown.

SMILES | OXTR agonist | M1 antag | CHO parental Ca | TAAR1 antag | CHRM1 agonist | M1 PAM | V1aR counter | TAAR1 ag | OXTR potentiator
O=C(CSc1nnc(-c2ccncc2)o1)Nc1nncs1 | -0.1 | -1 | -4 | 5 | -3 | 0 | -0.3 | -2 | 0
CCCC(=O)NC(c1cccs1)c1cc(Cl)c2cccnc2c1O (configuration not stated) | 0.4 | -1 | -9 | 22 | -4 | 0 | 2.2 | 19 | -1
O=C(NCC(c1ccco1)N1CCOCC1)c1ccc(C(F)(F)F)cc1 (configuration not stated) | -0.7 | -2 | -5 | -10 | -5 | 6 | -0.4 | 0 | -10
O=C(NCc1ccc(F)cc1)C(c1ccccc1)N(C(=O)c1csnn1)c1ccccc1 (configuration not stated) | 3.7 | 29* | -23 | 59* | -9 | -20 | 4.8 | 21 | -4
CCN(CC)S(=O)(=O)c1ccc(C(=O)NN(C)C2=NS(=O)(=O)c3ccccc32)cc1 | -0.9 | -7 | -4 | -7 | 0 | 8 | 0.3 | 1 | -12
CCc1cccc(C)c1NC(=O)N(C)C1CCCCC1 | -1.9 | 26 | -6 | -3 | -2 | 4 | -0.1 | 0 | -4
CCOc1ccc(C=NN2CCCCCC2)cc1OCC | / | 4 | / | -3 | -4 | 2 | / | -1 | /
C=C1c2ccccc2O[C@H](C(=O)OCC)[C@@H]1C1CCCCC1 | / | -18 | -36 | -11 | -3 | 7 | / | 4 | /
CCN(CC)S(=O)(=O)c1ccc(N2CCCC2)c(NC(=O)Cc2ccccc2)c1 | -0.5 | -8 | -14 | -28 | -4 | 4 | -0.4 | -3 | -6
CCOC(CNC(=O)c1cccc([N+](=O)[O-])c1)OCC | -0.2 | -8 | -1 | -17 | -3 | 1 | 0.2 | 1 | -12
O=C(CSc1ccc(Br)cc1)NC1CCS(=O)(=O)C1 (configuration not stated) | 0.0 | -8 | -6 | -32 | 1 | 7 | 0.1 | 0 | -12
NC(c1csc(Nc2cc(Oc3ccccc3)ncn2)n1)C1CCCCC1 (configuration not stated) | / | -2 | / | -4 | 6 | 4 | / | 43* | /
O=C(CNS(=O)(=O)c1ccc(Br)cc1)N1CCN(Cc2ccccc2)CC1 | -0.6 | -2 | -10 | 2 | -5 | 0 | 0.3 | 2 | -9
O=S(=O)(c1ccc(F)c(Cl)c1)N1CCN(C/C=C/c2ccccc2)CC1 | -1.2 | -12 | -19 | 12 | -5 | 6 | -0.6 | 6 | -10
S=c1[nH]nc(-c2cccs2)n1/N=C/c1c(Cl)cccc1Cl | 13 | 11 | 34* | 53* | 20* | 4 | 27* | 48* | -10
Cc1sc2ncnc(N3CCC(C(=O)Nc4cc(Cl)ccc4Cl)CC3)c2c1C | -0.3 | 8 | -19 | 63* | -3 | -7 | -0.3 | 1 | -6
O=c1[nH]c2cc3c(cc2cc1CN(CCO)S(=O)(=O)c1ccccc1)OCCO3 | -0.4 | -15 | -15 | / | -1 | 10 | -0.1 | / | -2
CS(=O)(=O)N(CC(=O)N1CCN(c2ccccc2)CC1)Cc1ccc(Cl)cc1 | 5.4 | 1 | -9 | 14 | -2 | -1 | 2.2 | 9 | -9
O=C(COc1ccccc1[N+](=O)[O-])Nc1ccccc1N1CCCCC1 | -0.8 | 0 | -34 | / | -3 | 4 | -0.8 | / | -8
CN(c1ccccc1)S(=O)(=O)c1cccc(C(=O)NCCCN2CCCC2=O)c1 | 0.7 | -3 | -12 | 2 | -4 | 5 | 0.4 | 1 | 3
N#Cc1ccccc1Cn1c(=O)n(C2CCCC2)c(=O)c2ccccc21 | -2.8 | -6 | -14 | -29 | -1 | 6 | -0.7 | 0 | -9
Cc1ccc(C)c(C(=O)NCc2ccncc2)c1 | -0.3 | -2 | 0 | 6 | -3 | 1 | 0.4 | 2 | -1
Cc1cc(NC(=O)c2noc3c2CCCC3)n(-c2ccccc2)n1 | -0.4 | 2 | -15 | -2 | 0 | 6 | -0.4 | 7 | -3
COc1ccccc1N(C)S(=O)(=O)c1ccc(C(=O)N(C)Cc2ccc(Cl)s2)cc1 | 4.0 | -4 | -23 | 51* | -2 | 3 | 5.5 | 14 | -9
Cn1ncc(C#N)c1NC(=O)C1CC(c2c(F)cccc2Cl)=NO1 (configuration not stated) | 0.0 | 4 | -1 | 1 | 1 | -5 | 1.4 | 13 | -6
Cc1ccc(OCC(=O)NNC(=O)C2CCN(c3ncccn3)CC2)cc1 | -0.8 | 0 | -9 | 16 | -4 | 8 | 0.6 | 13 | 1
O=C1OC(c2ccccc2)=N/C1=C\C=C\c1ccccc1[N+](=O)[O-] | -1.6 | -1 | -11 | 5 | -5 | -1 | -0.7 | 5 | -7
Cc1ccc2nc(CN(C)C(=O)[C@H]3O[C@@H](n4ccc(=O)[nH]c4=O)[C@H](O)[C@@H]3O)[nH]c2c1 | / | -11 | / | -36 | 0 | -1 | / | 3 | /
CC(C)CNC(=O)C1(C)CCCN1C(=O)c1csnn1 (configuration not stated) | / | -25 | / | -14 | 0 | 16 | / | -1 | /
CC(C)CNC(=O)c1cccc(NC(=O)c2ccc3c(c2)C(=O)N(C)C3=O)c1 | -0.6 | -9 | -18 | -18 | -2 | 8 | -0.1 | 3 | 1
COc1ccccc1NC(=S)N(Cc1ccccc1)Cc1cccs1 | -0.8 | 7 | 9 | -11 | -3 | -4 | 0.0 | 3 | -10
CCCN(CCC)S(=O)(=O)c1ccc(C(=O)N2CCOCC2)cc1 | 1.2 | 3 | -9 | 3 | -4 | 0 | -0.2 | 5 | -3
CCCCCCCCCCOC(=O)Cn1c(COc2ccc(Cl)cc2)[n+](C)c2ccccc21 | 17 | 43* | 33* | 32 | -4 | -20 | 18 | 47* | -11
NS(=O)(=O)c1ccc(CCNC(=O)CCCCCNc2nc(=S)[nH]c3ccccc23)cc1 | -0.7 | / | -12 | 4 | / | / | -0.6 | 3 | -7
O=C(Nc1ncn[nH]1)C(F)(F)C(F)F | 0.3 | -12 | 0 | -15 | -2 | 11 | 0.6 | 3 | -3
Oc1ccc(Br)cc1/C=N/Nc1ccccn1 | -0.5 | -5 | 0 | 15 | -2 | -2 | -0.1 | -1 | -14
O=C(COc1cccnc1[N+](=O)[O-])NCCc1ccc(F)cc1 | 1.5 | 0 | -3 | -8 | -6 | -3 | 0.1 | 1 | -6
CCN(CC)S(=O)(=O)c1cccc(C(=O)OC2CCOC2=O)c1 (configuration not stated) | -0.9 | -14 | -13 | -17 | -10 | 11 | 1.3 | 0 | 1
COc1ccc(NC2CCCN(C(=O)C3=NN(C)C(=O)CC3)C2)cc1OC (configuration not stated) | 0.0 | -4 | -3 | -10 | 0 | 5 | 0.0 | 2 | 0
COc1ccccc1NC(=O)Cc1nnc(SCC(=O)c2ccc(F)cc2)n1C | -0.2 | -11 | -13 | -13 | -2 | 10 | -0.7 | -1 | 1

Single records, as listed above. Values in the order: OXTR agonist, M1 antag, CHO parental Ca, TAAR1 antag, CHRM1 agonist, M1 PAM, V1aR counter, TAAR1 ag, OXTR potentiator
COc1ccc(NC2CCCN(C(=O)C3=NN(C)C(=O)CC3)C2)cc1OC (configuration not stated) reads 0.0, -4, -3, -10, 0, 5, 0.0, 2, 0
Cc1ccc(OCC(=O)NNC(=O)C2CCN(c3ncccn3)CC2)cc1 reads -0.8, 0, -9, 16, -4, 8, 0.6, 13, 1
O=S(=O)(c1ccc(F)c(Cl)c1)N1CCN(C/C=C/c2ccccc2)CC1 reads -1.2, -12, -19, 12, -5, 6, -0.6, 6, -10
CCOc1ccc(C=NN2CCCCCC2)cc1OCC reads /, 4, /, -3, -4, 2, /, -1, /
O=C(CSc1nnc(-c2ccncc2)o1)Nc1nncs1 reads -0.1, -1, -4, 5, -3, 0, -0.3, -2, 0

(listing goes on)
SMILES | OXTR agonist | M1 antag | CHO parental Ca | TAAR1 antag | CHRM1 agonist | M1 PAM | V1aR counter | TAAR1 ag | OXTR potentiator
O=C(NNS(=O)(=O)c1ccc(F)cc1)c1ccc([N+](=O)[O-])cc1Cl | 0.1 | -10 | -8 | -1 | -1 | 6 | -0.5 | -1 | -4
CCOc1ccc(-c2noc(CCCC(N)=O)n2)cc1OC | 0.0 | 6 | -10 | 0 | -2 | 0 | 1.1 | 19 | -3
CC(C)(Cc1cc(CC(C)(C)C(=O)O)cc(C(C)(C)C)c1)C(=O)O | -1.0 | -3 | -5 | 1 | 0 | 9 | 0.5 | 12 | -9
COc1cccc(OCCNC(=O)c2cc([N+](=O)[O-])cc([N+](=O)[O-])c2)c1 | -1.8 | -4 | -14 | 6 | -2 | 3 | 2.3 | 3 | 2
CC(=O)N(C)c1cccc(-c2ccc3nnc(C)n3n2)c1 | 1.3 | -1 | 4 | -18 | -4 | 4 | 4.9 | 2 | 1
COc1ccc(C2NC(=O)c3sc(=S)n(-c4ccccc4)c3N2)cc1 (configuration not stated) | 3.1 | 0 | -11 | 4 | -2 | 1 | 0.7 | 2 | -8
C/C=C/C(=O)Nc1cccc(C2=NOC3(C2)C[C@@H](C(N)=O)N(C(=O)/C(C)=C/C)C3)c1 (some centres not stated) | 0.1 | 12 | 2 | 6 | -3 | -5 | 0.4 | 8 | -18
C=CCCCCCCCC(=O)OC | -0.3 | -7 | -6 | -7 | 6 | 15 | 0.2 | 4 | 0
CCOC(=O)c1oc2ccccc2c1COC(=O)CNC(=O)c1ccc(C)cc1 | -1.8 | -15 | -12 | -7 | -4 | 1 | -0.8 | 0 | -3
CCC(C(=O)NCc1ccc(F)cc1)N(CCc1ccccc1)C(=O)c1snc(C(N)=O)c1N (configuration not stated) | 3.4 | -6 | -20 | 8 | -1 | 12 | -0.2 | 20 | -3
CN1CCN(CCCNC(=O)c2ccc(/C=C3\Oc4ccccc4N(Cc4ccccc4F)C3=O)cc2)CC1 | 5.6 | -5 | -23 | 13 | -3 | 0 | 3.9 | 13 | -4

Quoted from the listing.
`COc1ccc(C2NC(=O)c3sc(=S)n(-c4ccccc4)c3N2)cc1` (configuration not stated) in V1aR counter is listed with 0.7
`O=C(NNS(=O)(=O)c1ccc(F)cc1)c1ccc([N+](=O)[O-])cc1Cl` in OXTR potentiator is listed with -4
